Vif-APOBEC3G blk – Vif-A3G binding inhibition | Potency, µM (top dose mostly 46.1 µM), for inactives: top-dose activity, negative = active, most hits filed as inhibitors | HeLa A3G-eYFP + Vif (tagged APOBEC3G with the HIV-1 protein that degrades it), YFP fluorescence, overnight | Q9HC16 | hit rate 0.076% among 410,000;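 also: potency is read from the fitted curve at half-maximal effect; % is scaled to controls: 0 for no effect and ±100 for the full control effect; nearly all actives have a fitted effect of over 60% in size; hits raise eYFP signal because A3G escapes Vif-driven loss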
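Read-out is eYFP fluorescence (Ex 488/Em 500-530) from Vif-expressing HeLa A3G-eYFP cells; more signal means A3G escaped Vif-mediated degradation. Cells plated overnight, compound pinned in, incubated overnight at 37 deg C.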
D1 antag – blocks dopamine activation of the human D1 receptor; HEK293 TREx D1 cells, calcium flux, dopamine EC80; hits give low values; activity change, negative = inhibition, % at 10 µM; hit rate 3.2% among 360,000; in the data active = activity change below about -30%; also: % is scaled to controls: 0 for no effect and ±100 for the full control effect
Target sequence (P21728 whole entry, looked up): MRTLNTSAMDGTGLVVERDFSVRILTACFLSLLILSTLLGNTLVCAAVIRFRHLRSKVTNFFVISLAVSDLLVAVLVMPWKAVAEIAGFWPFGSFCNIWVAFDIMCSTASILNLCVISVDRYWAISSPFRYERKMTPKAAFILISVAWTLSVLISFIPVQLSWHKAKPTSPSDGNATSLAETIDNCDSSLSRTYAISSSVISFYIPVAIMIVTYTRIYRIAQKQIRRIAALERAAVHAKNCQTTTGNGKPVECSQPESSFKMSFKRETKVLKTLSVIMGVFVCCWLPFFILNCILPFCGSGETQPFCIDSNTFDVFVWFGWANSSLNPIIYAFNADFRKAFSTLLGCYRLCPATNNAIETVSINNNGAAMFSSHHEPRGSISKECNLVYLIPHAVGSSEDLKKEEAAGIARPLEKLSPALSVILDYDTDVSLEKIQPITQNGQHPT
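Tetracycline-induced HEK293 T-REx cells with force-coupled D1 receptor were loaded with a no-wash calcium dye. Compound was added after a 10 s baseline and read kinetically for 180 s; EC80 dopamine was then added and calcium flux followed another 180 s.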
RXFP1 ag – activates the human relaxin receptor RXFP1; AID 2676; Potency, µM (top dose mostly 57.5 µM), inactives show top-dose activation, usual class: activators; Q9HBX9; HEK293T-RXFP1 cAMP TR-FRET, 30 min; response scale: percent of porcine relaxin response, buffer zero; hit rate 0.3% among 370,000; also: potency is read from the fitted curve at half-maximal effect; % is scaled to controls: 0 for no effect and ±100 for the full control effect; nearly all actives have a fitted effect of over 60% in size; many of its hits are not listed in these tables
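Agonist response is measured as cAMP accumulation in an RXFP1-transfected HEK293T line under PDE4 inhibition. Values are scaled between buffer-only and 29 nM porcine relaxin, and EC50s come from standard Hill equation fits.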
D2 potentiator – positively modulates the human D2 dopamine receptor allosterically; AID 485347; potentiation, % at 10 µM; hit rate 0.34% among 340,000; HEK293 T-REx D2, calcium flux, EC20 dopamine potentiation; P14416;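 active = potentiation over 3 SD above the plate norm, cut at about 30% in these data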; also: 0% is about no effect
Target sequence (P14416 whole entry, looked up): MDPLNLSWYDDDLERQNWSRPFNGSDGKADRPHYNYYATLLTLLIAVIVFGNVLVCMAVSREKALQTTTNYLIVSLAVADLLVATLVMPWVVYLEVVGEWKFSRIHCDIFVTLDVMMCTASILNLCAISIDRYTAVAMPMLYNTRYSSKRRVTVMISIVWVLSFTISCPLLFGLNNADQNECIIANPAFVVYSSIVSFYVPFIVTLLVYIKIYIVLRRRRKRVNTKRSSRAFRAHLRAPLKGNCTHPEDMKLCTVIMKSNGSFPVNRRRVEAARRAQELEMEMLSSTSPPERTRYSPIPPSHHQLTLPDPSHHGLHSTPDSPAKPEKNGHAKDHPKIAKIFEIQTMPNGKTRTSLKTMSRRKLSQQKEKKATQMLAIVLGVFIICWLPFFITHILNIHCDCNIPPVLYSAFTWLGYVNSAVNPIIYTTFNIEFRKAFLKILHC
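Calcium flux readout, no-wash dye, 1 read/s. Inducible HEK293 Trex D2 line, overnight 30 C. Compound alone 180 s (agonist flags), then EC20 dopamine, another 180 s to score potentiation.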
D1 PAM – potentiators of human D1 dopamine receptor; potentiation, % at 10 µM; hit rate 0.036% among 360,000; AID 504651; HEK293 TREx D1 cells, calcium flux, dopamine EC20 potentiation; in the data active = potentiation above about 30%; also: 0% is about no effect
D1 ag – agonists of human D1 dopamine receptor. P21728. HEK293 T-REx D1 cells, calcium flux, agonist mode. activation, % at 2 µM. hit rate 1% among 360,000. AID 504660; in the data active = activation above about 30%; also: 0% is about no effect
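Inducible HEK293 T-REx D1 cells, force-coupled to calcium signalling, were plated at 4000 cells/well with tetracycline and held overnight at 30 C. After no-wash calcium dye loading, compound-evoked calcium rise over 180 s flagged agonists.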
Vif-APOBEC3F blk – Vif-A3F binding inhibition | HeLa A3F-eYFP + Vif (tagged APOBEC3F with the HIV-1 protein that degrades it), YFP fluorescence increase | Potency, µM (highest dose often 46.1 µM), for the others: top-dose activity, negative = active | hit rate 0.2% among 390,000 | AID 602313; also: potency is read from the fitted curve at half-maximal effect; % of control where 0% means no effect; nearly all actives have a fitted effect of over 65% in size
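HeLa cells stably expressing Vif plus C-terminally eYFP-tagged A3F were seeded, incubated overnight at 37 deg C, dosed with compound, incubated overnight again at 37 deg C. Yellow fluorescence (Ex 488/Em 500-530) reported blocked Vif-mediated A3F-eYFP degradation.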
LDHA block – blocks human lactate dehydrogenase A; hit rate 0.15% among 480,000; AID 1347041; P00338; purified LDHA, NADH/diaphorase-resazurin fluorescence; hits give low values; activity change, % (values are at about 110 or 230 µM); in the data active = activity change below about -30%; inconclusive = mostly about -25% to -30%;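 also: plate controls were DMSO wells for no effect and wells without enzyme for full effect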
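Enzyme activity of human lactate dehydrogenase 5 (2 nM; 0.06 mM NADH, 0.2 mM pyruvate, 5 min, RT) is measured via a resazurin/diaphorase fluorescence readout of residual NADH.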
GRP78 ERSR act – induces the endoplasmic reticulum stress response in human glioma cells; U87-MG GRP78 promoter luciferase reporter, 16 h; Potency, µM, inactives show top-dose activation, most hits filed as activators; AID 602332; hit rate 0.02% among 420,000; also: potency is read from the fitted curve at half-maximal effect; series mostly up to about 76 µM; % of control where 0% means no effect; nearly all actives have a fitted effect of over 35% in size
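Stably transfected U87-MG human glioma cells carrying a GRP78-based luminescent sensor were seeded at 1000 cells/well, pin-dosed with compounds and incubated 16 h. Luciferase reagent was then added, and end-point luminescence was read after 10 min at room temperature.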
Starred values were filed as active, the others as inactive; u = inconclusive; x = not tested or not shown. Unless noted, calls follow the shape of the dose curve; as a rule, active = well fitted curve in the direction sought with a large enough effect; inconclusive = small, poorly fitted or top-dose-only effect, or another doubt; inactive = no such curve, though single readings can be large; an effect the other way counts as inactive or inconclusive. This is a subset, so the mix of outcomes need not match the whole.

SMILES	Vif-APOBEC3G blk	D1 antag	RXFP1 ag	D2 potentiator	D1 PAM	D1 ag	Vif-APOBEC3F blk	LDHA block	GRP78 ERSR act
Cc1cc(=O)oc2cc3c(cc12)OCCN3	-1%	21	4.2%	2	-5	3	0%	1	-5%
O=C(Nc1c(C(=O)O)[nH]c2ccccc12)c1cccc(C(F)(F)F)c1	-1%	-11	2.9%	-6	1	2	-3%	-8	1%
CC(C)Nc1nc2ccccc2c(=O)[nH]1	1%	-9	0.3%	2	4	3	2%	1	1%
N#CC1=C(N)Oc2cc3c(cc2C1c1ccc(Cl)cc1)OCO3 (stereo not drawn)	u	-6	0.3%	-2	-10	2	6%	10	-2%
CCOc1ccc(NC(=O)Cn2cc(C(=O)c3ccc(CC)cc3)c(=O)c3ccc(C)nc32)cc1	4%	4	26%	17	-2	2	3%	-3	-1%
CS(=O)(=O)N(CC(=O)NCCSCc1c(F)cccc1Cl)c1ccc2c(c1)OCO2	0%	-8	-0.1%	16	-7	8	-5%	-3	-4%
CS(=O)(=O)c1ccc(Cl)c(NC(=O)C2CC(=O)N(Cc3ccccc3)C2)c1 (stereo not drawn)	2%	-13	1.1%	3	-5	-1	x	-6	-4%
COc1cc2c(=O)n(Cc3ccccc3Cl)c(=O)n(CC(=O)Nc3ccc(C)c(C)c3)c2cc1OC	-2%	-1	u	3	-1	2	-4%	-3	-3%
Cc1ccc(NS(=O)(=O)c2ccc(CCC(=O)NCCO)cc2)cc1	2%	-10	-0.2%	-2	-1	0	-17%	-1	-2%
CC1Cc2ccccc2N1C(=O)c1cc2sccc2n1Cc1ccc(F)cc1 (stereo not drawn)	7%	-22	3.8%	6	-5	1	2%	-4	-2%
CC(=O)NN1C(=O)c2ccccc2NC1c1ccccc1 (stereo not drawn)	1%	-5	-0.2%	-11	0	1	0%	-9	-2%
O=C(CSc1ccc2nnc(-c3ccncc3)n2n1)NCc1ccco1	-1%	-6	18%	-14	-3	3	-13%	5	-6%
O=C(c1cnc2sccn2c1=O)N1CCN(c2ccccc2Cl)CC1	0%	-11	0.0%	x	-5	0	-19%	-1	0%
COc1cccc(CNS(=O)(=O)c2ccc3c(c2)NC(=O)CS3)c1	1%	3	6.3%	6	-12	4	3%	-1	2%
CCOC(=O)C1(C)C=C(Nc2ccc(O)cc2)C(=O)N1c1ccc(O)cc1 (stereo not drawn)	-5%	-16	-0.8%	-1	-4	3	2%	27	1%
COc1ccccc1OCc1n[nH]c(=S)n1Cc1ccccc1	3%	-11	0.8%	x	-2	0	0%	-12	-5%
COc1ccc(C(=O)OCCN2CCCCC2)cc1	8%	-12	1.0%	-12	-5	3	-7%	0	-2%
CC(C(=O)N1CCOCC1)n1cc([N+](=O)[O-])cn1 (stereo not drawn)	0%	-12	1.9%	11	-2	6	6%	-2	-4%
Cc1ccc(C)c(NC(=O)c2cc(S(=O)(=O)N3CCN(c4cccc(Cl)c4)CC3)ccc2F)c1	1%	2	0.0%	24	0	-3	3%	-4	-1%
COc1ccc2c(c1)CC(C(=O)NCCCN1CCN(c3cccc(Cl)c3)CC1)CO2 (stereo not drawn)	7%	-6	0.4%	-23	-2	21	8%	-7	-1%
O=C(NCc1ccccn1)C1COc2ccccc2O1 (stereo not drawn)	0%	-8	-0.3%	15	1	0	1%	-3	-3%
O=S(=O)(NN=C1CCCCCC1)c1ccc(Cl)cc1	3%	18	-1.4%	-4	-3	2	-11%	-14	-3%
O=C(c1ccc(COc2ccccc2Cl)o1)N1CCN(c2ccccc2)CC1	-5%	-18	5.5%	-15	0	5	-5%	-5	0%
Cc1ccc(-c2nnn(CC(=O)N3CCC(C)CC3)n2)o1	-1%	14	1.4%	-3	-2	1	2%	6	2%
S=c1[nH]nc(C2CCCCC2)n1Cc1ccccc1	-3%	-6	-3.0%	-13	-4	0	u	-7	1%

An excerpt from above in order of molar mass, descending:
SMILES	Vif-APOBEC3G blk	D1 antag	RXFP1 ag	D2 potentiator	D1 PAM	D1 ag	Vif-APOBEC3F blk	LDHA block	GRP78 ERSR act
CCOC(=O)C1(C)C=C(Nc2ccc(O)cc2)C(=O)N1c1ccc(O)cc1 (stereo not drawn)	-5%	-16	-0.8%	-1	-4	3	2%	27	1%
Cc1ccc(NS(=O)(=O)c2ccc(CCC(=O)NCCO)cc2)cc1	2%	-10	-0.2%	-2	-1	0	-17%	-1	-2%
O=C(Nc1c(C(=O)O)[nH]c2ccccc12)c1cccc(C(F)(F)F)c1	-1%	-11	2.9%	-6	1	2	-3%	-8	1%
S=c1[nH]nc(C2CCCCC2)n1Cc1ccccc1	-3%	-6	-3.0%	-13	-4	0	u	-7	1%
O=C(NCc1ccccn1)C1COc2ccccc2O1 (stereo not drawn)	0%	-8	-0.3%	15	1	0	1%	-3	-3%
COc1ccc(C(=O)OCCN2CCCCC2)cc1	8%	-12	1.0%	-12	-5	3	-7%	0	-2%
CC(C(=O)N1CCOCC1)n1cc([N+](=O)[O-])cn1 (stereo not drawn)	0%	-12	1.9%	11	-2	6	6%	-2	-4%
Cc1cc(=O)oc2cc3c(cc12)OCCN3	-1%	21	4.2%	2	-5	3	0%	1	-5%
CC(C)Nc1nc2ccccc2c(=O)[nH]1	1%	-9	0.3%	2	4	3	2%	1	1%

New compounds follow:
SMILES	Vif-APOBEC3G blk	D1 antag	RXFP1 ag	D2 potentiator	D1 PAM	D1 ag	Vif-APOBEC3F blk	LDHA block	GRP78 ERSR act
CC(CN1CCOCC1)OC(=O)Cc1ccc(Cl)cc1 (stereo not drawn)	-6%	-6	2.3%	2	6	8	9%	2	-5%
C[C@@H]1C=CC(=O)O[C@@H]1c1ccc(C(F)(F)F)cc1	x	-1	0.0%	-2	-3	1	x	x	x
CC1(C)CC(C(=O)Nc2nccs2)CCO1 (stereo not drawn)	-1%	-21	0.8%	2	-2	6	1%	-3	-4%
Cc1nc(N2CCN(c3ccc(Cl)cc3)CC2)[nH]c(=O)c1C	0%	-12	2.1%	10	1	7	10%	-2	5%
O=C(CCSCc1ccc(Cl)cc1)N1CCN(c2ccccc2F)CC1	10%	-6	-1.2%	-2	-1	3	-1%	1	-1%
CN(C(=O)c1cccc(NC(=O)Cc2ccc(NC(=O)C3CCN(C(=O)C4CCC4)CC3)cc2)c1)C1CC1	1%	x	x	x	x	x	-5%	-1	-2%
Cc1nc(SCC(=O)Nc2ccc(CN3CCCC3)cc2)c2c(C)c(C)sc2n1	-1%	8	3.9%	-15	-1	6	-4%	1	-9%
CSc1cccc(NC(=O)CN2C(=O)COc3ccc(S(=O)(=O)N4CCOCC4)cc32)c1	3%	-7	0.0%	6	-7	0	-7%	-3	-4%
CCn1c(C)nc2cc(C(=O)NNC(=S)Nc3ccccc3Cl)ccc21	1%	4	-2.0%	12	0	5	-1%	-4	5%
COCCNC(=O)CNC(=O)c1nn(-c2ccc(OC)c(Cl)c2)c(=O)c2ccccc12	1%	-1	2.6%	5	-4	-1	-7%	-3	2%
COCCN(C(=O)CC1CCCC1)c1c(N)n(CC(C)C)c(=O)[nH]c1=O	2%	-4	0.0%	2	-2	3	-1%	-3	-3%
O=C1NC(NS(=O)(=O)c2ccccc2)(C(F)(F)F)C(=O)N1Cc1ccccc1 (stereo not drawn)	1%	21	1.9%	-1	-1	1	4%	0	-2%
C/C=C/C(=O)OCC(=O)Nc1ccc(F)cc1Cl	2%	15	0.7%	3	-1	0	-2%	-7	-2%
COC(=O)c1ccc2c(=O)n(Cc3ccc(C(=O)NCCCN4CCC(C)CC4)cc3)c(=S)[nH]c2c1	10%	-42*	3.0%	-3	-11	0	3%	0	-3%
c1ccc2[nH]c(CSc3nnc(-c4ccncc4)o3)nc2c1	-3%	0	2.7%	-4	-4	2	x	-3	1%
C[C@H](CO)N1C[C@H](C)[C@@H](CN(C)S(C)(=O)=O)Oc2ccc(NC(=O)C3CCCCC3)cc2C1=O	2%	x	x	x	x	x	10%	0	-1%
Cc1ccc(NC(=O)CN2C(=O)S/C(=C\c3cc(C)n(-c4ccc(C(=O)O)cc4)c3C)C2=O)cc1	2%	-4	0.2%	26	-4	3	4%	-1	4%
N#CC(C(=O)C1CCCCC1)c1nc2ccccc2[nH]1 (stereo not drawn)	0%	0	0.6%	2	-4	1	-12%	-2	5%
O=C(CSc1nc2ccc(NC(=O)C3CCCCC3)cc2s1)NCC1CCCO1 (stereo not drawn)	0%	-6	4.1%	-4	-4	3	-11%	2	4%
Cc1ccc(NC(=O)COC(=O)c2cccnc2)c(C)c1	0%	-1	2.2%	-1	13	4	2%	1	-4%
O=C(NCCc1c[nH]c2ccccc12)/C(=C/c1cccnc1)NC(=O)c1ccccc1	0%	10	1.1%	-2	-9	3	10%	-11	-2%
Nc1nonc1C(=O)NCCNCc1ccccc1OCc1ccc(F)cc1	2%	-29	-0.8%	-10	-11	30*	3%	-2	-4%
O=C(CN1C(=O)/C(=C\c2ccccc2F)SC1=S)Nc1nc2ccccc2s1	9%	4	3.1%	-6	-5	1	-4%	-3	-5%
O=C(COc1ccc(Cl)cc1)N(Cc1ccc(F)cc1)C1CCS(=O)(=O)C1 (stereo not drawn)	-5%	4	1.9%	6	11	2	-6%	-14	-3%
CCOc1ccc(C(CCc2ccccc2)NC(=O)c2ccc(OC)c(OC)c2)cc1OCC (stereo not drawn)	1%	-6	1.4%	x	-5	-1	1%	-15	-2%
